Source: PubChem (several laboratories)
Runt-CBFb FRET – blocks binding of human RUNX1 Runt domain to CBFb; Q01196+Q13951; Cerulean-Runt/Venus-CBFb FRET ratio 530/480, 1 h; inhibition, % at 20 µM; 0.46% of 220,000 active;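 active = inhibition over about 50% at 20 µM in the single-dose screen, limit read from the data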;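 note: 0% = DMSO wells and 100% = excess unlabeled CBFb competitor control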
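Buffer or medium: Tris pH 7.5 buffer with BSA. Assay system: Cerulean-labeled Runt domain protein. Amount: each fluorescent fusion protein 100 nM. Read-out basis: loss of energy transfer signal. Incubation: 1 h compound exposure, room temperature. Probe or stimulus: Venus-CBFb binding partner, 100 nM. Detection: FRET, excitation 422 nm, emission at 530 and 480 nm.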
NPY Y1 blocker – NPY-Y1 (human) receptor antagonism; P25929; HEK293-CNG Y1 cells, membrane potential fluorescence; NPY at EC95, then isoproterenol; inhibition, % at 3.6 µM; 1% of 200,000 active; AID 1040;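 active = inhibition above the campaign mean inhibition of all tested compounds plus 3 SD, cut at about 20% in these data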;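 note: 0% = DMSO wells given NPY plus isoproterenol and 100% = isoproterenol alone without NPY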
Target sequence (P25929 whole entry, looked up): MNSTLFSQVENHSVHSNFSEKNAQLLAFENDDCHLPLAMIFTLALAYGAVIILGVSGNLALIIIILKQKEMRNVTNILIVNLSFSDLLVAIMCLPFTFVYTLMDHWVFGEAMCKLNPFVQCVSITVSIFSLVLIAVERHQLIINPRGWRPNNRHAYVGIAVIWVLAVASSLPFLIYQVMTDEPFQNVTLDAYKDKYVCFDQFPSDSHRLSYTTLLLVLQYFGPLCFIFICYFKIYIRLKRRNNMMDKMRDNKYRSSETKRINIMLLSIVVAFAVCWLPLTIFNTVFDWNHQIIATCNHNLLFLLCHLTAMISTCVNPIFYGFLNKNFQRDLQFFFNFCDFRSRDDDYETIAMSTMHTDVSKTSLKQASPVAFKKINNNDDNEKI
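Assay system: HEK293 Y1/CNG channel cell line; Doses: single compound dose of 3.6 µM, 0.4% DMSO; Timing: dye 3 h, compound 60 min room temperature, stimulation 45 min; Technique: Membrane-potential fluorescent dye readout; Measure: % inhibition of NPY effect.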
S1P4 antag – human S1P4 receptor antagonism. S1P4-expressing cells, antagonist mode, reporter read-out. inhibition, % at 4.98 µM. 0.26% of 220,000 active; in the data active = inhibition above about 29%;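 note: 0% = wells stimulated with agonist and 100% = vehicle wells without agonist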
Ba/F3 V617F tox – reduce viability of Ba/F3 cells dependent on JAK2V617F; Ba/F3 EpoR-JAK2V617F viability, ATP luminescence; inhibition, % at 5.6 µM; 1.1% of 220,000 active; AID 1446;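 active = inhibition above the campaign mean plus 3 SD over all tested compounds, cut at about 24% in these data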;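 note: cytokine-independent growth of Ba/F3 cells driven by EpoR plus mutant JAK2; 0% = DMSO-treated cells and 100% = JAK inhibitor I control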
NPY-Y1 PAM-ag – human NPY-Y1 potentiation or agonism, primary screen; 0.37% of 220,000 active; activation, % at 3.6 µM; NPY-Y1 expressing cells, potentiator/agonist activation; P25929; in the data active = activation above about 33%, passing the limit was not always enough;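 note: cells stimulated with NPY at EC10 then isoproterenol at EC100; 0% = low agonist plus stimulus and 100% = saturating agonist plus stimulus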
S1P4 agonist – agonists of human S1P4 receptor | AID 1509 | 0.35% of 220,000 active | O95977 | S1P4-expressing cell line, agonist reporter assay | activation, % at 4.98 µM; in the data active = activation above about 11%;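 note: 0% = DMSO vehicle and 100% = reference agonist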
NPY2 pot ag – potentiators or agonists of human neuropeptide Y receptor Y2; P49146; cells expressing NPY-Y2, potentiator/agonist read-out; activation, % at 3.6 µM; 0.45% of 220,000 active; in the data active = activation above about 27%;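 note: cells stimulated with NPY near EC25 plus isoproterenol at EC100; 0% = vehicle plus submaximal agonist and 100% = vehicle plus saturating agonist; some results beyond the cut were filed as inactive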
Target sequence (P49146 whole entry, looked up): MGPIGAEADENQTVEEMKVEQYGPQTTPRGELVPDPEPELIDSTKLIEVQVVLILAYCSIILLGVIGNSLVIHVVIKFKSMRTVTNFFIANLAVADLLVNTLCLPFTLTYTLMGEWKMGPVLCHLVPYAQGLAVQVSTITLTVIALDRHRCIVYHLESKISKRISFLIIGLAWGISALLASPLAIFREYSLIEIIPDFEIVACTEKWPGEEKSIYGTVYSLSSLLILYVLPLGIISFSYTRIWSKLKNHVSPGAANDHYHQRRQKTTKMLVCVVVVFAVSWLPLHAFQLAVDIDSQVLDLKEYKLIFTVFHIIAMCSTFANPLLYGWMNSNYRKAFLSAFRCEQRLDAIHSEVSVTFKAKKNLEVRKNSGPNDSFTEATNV
BaF3 tox – counter-screen for JAK2V617F inhibitors: parental Ba/F3 viability inhibitors; AID 1486; 1.1% of 220,000 active; CellTiter-Glo ATP luminescence; inhibition, % at 5.6 µM;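 active = inhibition above a per-campaign cutoff, the mean inhibition of all tested compounds plus 3 SD, cut at about 27% in these data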;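 note: 0% = DMSO wells and 100% = JAK Inhibitor I control wells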
RBBP9 inh – inhibitors of human serine hydrolase RBBP9. O75884. recombinant RBBP9, FP-Rh probe fluorescence polarization. inhibition, % at 7.94 µM. 0.2% of 220,000 active;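 active = inhibition above the campaign mean of all tested compounds plus 3 SD, cut at about 14% in these data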;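 note: plate controls were DMSO wells with RBBP9 for no effect and wells lacking RBBP9 protein for full effect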
Target sequence (O75884 whole entry, looked up): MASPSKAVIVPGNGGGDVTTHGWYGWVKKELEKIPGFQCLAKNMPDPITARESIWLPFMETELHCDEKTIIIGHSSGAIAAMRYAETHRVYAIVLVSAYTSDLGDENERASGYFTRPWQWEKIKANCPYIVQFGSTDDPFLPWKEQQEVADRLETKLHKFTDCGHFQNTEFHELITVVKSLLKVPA
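System: RBBP9 protein | Quantity: 2.5 µM RBBP9 dispensing solution, before mixing | Reagent: FP-Rh probe, 375 nM dispensing solution | Timing: Enzyme-compound preincubation 30 min, then probe labeling 45 min, 25 °C | Measured by: Fluorescence polarization | Read-out: % inhibition | Replication: One well per compound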
Active calls of the source: *; nt = not tested or not shown.

SMILES	Runt-CBFb FRET	NPY Y1 blocker	S1P4 antag	Ba/F3 V617F tox	NPY-Y1 PAM-ag	S1P4 agonist	NPY2 pot ag	BaF3 tox	RBBP9 inh
CC(=C/C(=O)O)/C(=C\c1ccc(Br)o1)C(=O)O	7	nt	7	-5	1	0.2	7	-1	4
CCn1c(SCC(=O)NC)nnc1C(C)C	-2	4	-27	1	-17	1.1	-5	4	-6
CC(C)OC(=O)/C(C#N)=C/c1ccc(-c2ccc(SC(F)F)cc2)o1	-71	4	4	-4	2	3.6	4	3	-5
CCc1ccccc1NC(=O)CN(c1cccc(OC)c1)S(C)(=O)=O	-1	6	3	2	3	-1.1	-11	6	-5
O=C(Nc1ccc(Cl)cc1Cl)C1=Cc2ccccc2OC1	4	4	-12	-4	-2	0.2	-1	0	-4
COc1ccc(S(=O)(=O)N(CC(=O)N2CCN(C)CC2)C2CCCCC2)cc1OC	2	-1	-11	-2	10	2.6	16	7	1
O=C(COC(=O)c1ccc(F)cc1)Nc1ccc(Cl)cn1	-1	nt	8	-3	-3	0.9	-4	-1	1
COc1ccc(/C=C(/NC(=O)c2ccco2)C(=O)N2CCc3ccccc32)cc1OC	2	nt	6	5	8	-0.3	-14	-1	-5
O=c1cc[nH]c2ccc(OC(F)(F)F)cc12	-1	nt	2	-3	-7	1.5	7	2	-4
COC(=O)CCC(=O)c1oc2ccccc2c1N	1	1	-6	1	-12	2.3	-1	5	-8
COc1cccc(NC(=O)c2ccc(NC(=O)C(C)(C)C)cc2)c1	-2	-4	6	0	13	0.7	22	3	-6
CCOc1ccc(NC(=O)CSc2nc(C)c3c(c2C#N)CCCC3)cc1	-1	-1	-13	-3	10	0.7	-18	4	-7
CN(C)CCCN1C(=O)C(O)=C(C(=O)c2cccs2)C1c1cccc([N+](=O)[O-])c1 (configuration not stated)	0	-1	-12	0	-8	0.7	15	4	-9
CCOC(=O)CN1C=C(c2ccc3ccccc3n2)C(C[N+](=O)[O-])c2ccccc21 (configuration not stated)	7	-1	7	1	-30	-0.1	5	4	-6
O=C(Cn1c(=O)sc2ccccc21)Nc1ccc(S(=O)(=O)N2CCCCC2)cc1	-4	-3	-3	-2	-21	1.1	-7	3	-17
Cc1ccc2nc(C)c(C(=O)N/N=C/c3ccco3)cc2c1	-1	6	-11	2	8	-0.7	-1	7	-6
O=C(NNS(=O)(=O)c1ccccc1)c1ccc(O)cc1	0	1	-9	-5	5	1.3	11	1	2
CC(Cl)C(=O)Nc1ncc(C(F)(F)F)cc1Cl (configuration not stated)	4	2	-12	-2	12	-1.7	8	3	-1
Cc1cc(C)nc(N2CCCC(C(=O)Nc3nc4ccc(S(C)(=O)=O)cc4s3)C2)n1 (configuration not stated)	-4	-8	-12	0	-29	0.0	-17	4	-1
CCOc1ccc(/C=N/NC(=O)Nc2ccccc2)cc1	nt	15	-8	-2	-1	1.5	1	4	1

Entries shown so far that have four or more nitrogen atoms (two):
SMILES	Runt-CBFb FRET	NPY Y1 blocker	S1P4 antag	Ba/F3 V617F tox	NPY-Y1 PAM-ag	S1P4 agonist	NPY2 pot ag	BaF3 tox	RBBP9 inh
CCn1c(SCC(=O)NC)nnc1C(C)C	-2	4	-27	1	-17	1.1	-5	4	-6
Cc1cc(C)nc(N2CCCC(C(=O)Nc3nc4ccc(S(C)(=O)=O)cc4s3)C2)n1 (configuration not stated)	-4	-8	-12	0	-29	0.0	-17	4	-1

(continued)
SMILES	Runt-CBFb FRET	NPY Y1 blocker	S1P4 antag	Ba/F3 V617F tox	NPY-Y1 PAM-ag	S1P4 agonist	NPY2 pot ag	BaF3 tox	RBBP9 inh
CC(=O)N1c2ccccc2C2(C)C(C1(C)C)C2(Cl)Cl (configuration not stated)	2	4	2	1	3	0.7	2	4	-4
O=C(CSCc1nc2ccccc2[nH]1)Nc1ccccc1	-1	9	-2	-3	-23	-0.1	9	2	-1
CC(=O)N1CCC(=NNc2ccc(S(N)(=O)=O)cc2[N+](=O)[O-])CC1	-1	nt	-10	2	-12	1.2	-21	-2	-4
CCOc1ccc(C(=O)CCC(=O)NC(C)C(=O)OC)cc1 (configuration not stated)	0	3	-3	4	5	-0.5	-3	8	-6
Cc1cc(C)n(CCN(C)Cc2cn[nH]c2-c2ccc(F)cc2F)n1	1	0	-5	2	-1	-1.6	-5	6	-1
O=C(NC(=S)NCCc1ccccn1)c1ccccc1	0	-2	-12	-3	10	2.1	-8	7	-4
O=C(CSCc1ccccc1)N/N=C/c1ccc(OCC(=O)N2CCCCC2)cc1	1	-3	-14	1	-7	0.0	5	10	-3
Cc1cc([N+](=O)[O-])c2c(c1C)C1C=CCC1C(c1ccccn1)N2 (configuration not stated)	-6	1	-3	0	16	0.7	-3	8	-2
Cc1cccc(N2CCN(C(=O)N3CCOCC3)CC2)c1C	-2	3	-4	0	3	0.4	8	6	0
CCCCNC(=O)Nc1ccccc1C(=O)NCCC	-1	4	-12	1	-10	1.0	-14	1	0
CCN(CC)CCOC(=O)c1ccc(N/C=C(/C#N)c2nc(-c3cccc(OC)c3)cs2)cc1	-1	nt	-7	5	-28	-0.4	-20	2	2
COc1ccccc1NS(=O)(=O)c1ccc(OC)c(OC)c1	-1	-2	-31	-1	3	2.8	1	7	-3
Cc1cc(C)n(-c2ccc(C(=O)N3CCC(CO)(Cc4ccccc4)CC3)cc2)n1	-2	-5	-5	4	-3	2.8	-12	16	-5
CN(CCC#N)C(=S)Nc1ccc(S(=O)(=O)N2CCOCC2)cc1	2	2	2	3	14	-0.6	-2	10	0
O=C(Nc1nonc1NC(=O)C1CCCCC1)C1CCCCC1	1	-4	-42	-1	12	0.5	-6	5	-8
CCOc1ccccc1N(C(=O)c1snc(C(N)=O)c1N)C(C(=O)NC1CCCC1)c1ccco1 (configuration not stated)	1	26*	6	1	-4	-0.1	-2	1	-8
CCOC(=O)c1ccc(NC(=O)Cn2cnc3cc(C)c(C)cc32)cc1	1	nt	-13	47*	1	0.5	3	58*	-4
CCCNC(=O)NC(=O)COC(=O)c1ccc(OC)c(S(=O)(=O)N2CCCc3ccccc32)c1	-2	-2	-7	3	-2	-2.3	10	5	-1
c1ccc2nc(-c3nc4ccccc4[nH]3)ccc2c1	2	2	-11	12	-6	-0.7	-20	15	-3
CNC(=O)C12CCC(C)(c3nc4cc(C)c(C)cc4nc31)C2(C)C (configuration not stated)	3	10	-14	-2	-3	-2.1	-14	-1	-17
COc1ccc(OC)c(-n2c(=S)[nH]c3cc(C(=O)NCCCN4CCCC4=O)ccc3c2=O)c1	-1	8	0	-2	13	1.0	-23	6	-1
O=C(N/N=C/C=C/c1ccccc1[N+](=O)[O-])c1cc(-c2cccnc2)nc2ccccc12	-2	-3	-1	0	2	0.1	8	8	-3
COCCNC(=O)c1onc(CCl)c1C(=O)OC	-1	4	3	2	8	0.5	-1	3	-1
Cc1ccc(S(=O)(=O)c2cc3ccccc3oc2=Nc2ccc3c(c2)OCO3)cc1	2	2	-3	2	-2	0.6	3	6	-5
COc1ccc(/C=C/C(=O)NCc2ccccn2)cc1	-3	-5	9	-4	-4	0.6	-1	-2	2
O=C(CN1CCCC1)Nc1ccccc1C(=O)c1ccccc1	0	nt	0	-6	-1	-0.9	8	5	6
O=C(c1ccc(=O)n(Cc2ccc(Cl)c(Cl)c2)c1)N1CCOCC1	0	5	-14	-4	17	-0.9	-10	4	0
O=C(O)c1cnc(-c2ccccc2)nc1Sc1ccc(Cl)cc1	-5	1	-19	3	3	0.4	-5	6	-11
CC(=O)NC1(c2ccccc2)CCN(C(=O)N2CCOCC2)CC1	1	-4	-18	1	-6	-1.9	-3	9	4
CCc1cc2c(nc1CC)CCN(CC/C(C)=N/OC[C@H]1O[C@H](c3ccccc3)C=C[C@@H]1Oc1ccc(OC)cc1)C2	-5	4	11	-1	-31	1.5	-3	-1	-6
O=C(c1cccc2ccccc12)N1CCN(c2ccc([N+](=O)[O-])c(NCc3ccco3)c2)CC1	-2	3	-21	-7	15	1.3	3	1	-1
Cc1cc(C(=O)N/N=C/c2ccc3c(c2)OCO3)c(C)o1	-1	2	-3	0	-14	-1.0	-1	4	0
CCCCN(CCCC)S(=O)(=O)c1ccc(C(=O)Nc2nnc(COC)o2)cc1	-5	0	-2	-1	-17	-0.9	-4	8	-5
O=C(NCCCn1ccnc1)c1ccc(Cl)c(S(=O)(=O)N2CCOCC2)c1	0	7	-13	2	6	1.4	-1	1	-4
COc1cc(C(=O)Nc2nncs2)cc(OC)c1OC	-2	-2	-16	-3	14	0.0	5	1	-1
CCNc1nc(N2CCCCC2)nc(-n2nnc(C(=O)OCC)c2C)n1	-2	2	-27	-3	-16	-1.4	11	1	-5
Cn1ncc2c1ncn1nc(CCc3ccccc3)nc21	-2	5	-4	-2	-3	0.1	7	3	2
COc1cc(CCC(=O)Nc2cc(Cl)ccc2N2CCN(C)CC2)cc(OC)c1OC	-2	-6	-3	4	-8	-0.2	6	1	-2
CCOc1ccccc1N(CC(=O)N1CCOCC1)S(=O)(=O)c1ccccc1	0	2	16	1	-23	0.8	-7	3	-1
O=C(O)CCCCCCCCCC(=O)c1cccs1	-2	3	-7	1	17	-0.5	0	3	-8
CCOC(=O)c1c(C)nc2c(C#N)cnn2c1C	1	-5	12	3	-16	-0.3	-16	6	4
Cc1ccc(S(=O)(=O)N(CC#N)CC#N)cc1	1	3	-28	-1	11	2.0	-5	6	3
COc1ccc(C(=O)NC2CCCCCC2)cc1S(=O)(=O)N1CCCC1	-1	5	-10	-1	10	-0.7	0	4	-11
Cc1csc(NC(=O)C2CCCN(S(=O)(=O)c3ccc(Br)s3)C2)n1 (configuration not stated)	3	8	-17	2	1	0.5	2	3	1
Cc1oc(C)c2c(=O)ccc3c(c12)OC(N)=C(C#N)C3c1ccccc1 (configuration not stated)	6	-3	0	-3	0	1.1	9	3	4
CCOc1ccc(CN2C(=O)CCC2(C)C(=O)NCc2cccnc2)cc1 (configuration not stated)	1	1	1	-1	10	0.1	-4	5	-8
Cc1nn(C)cc1C(N)=O	-2	-1	15	5	-10	-2.2	-2	2	-9
COc1ccc(/C=C/C(=O)c2cc3cccc(OC)c3oc2=O)cc1	6	5	7	2	-13	0.3	-21	4	-4
COCCCNc1ncnc2nc[nH]c12	1	2	-7	-5	-13	-2.3	11	1	-2
CCc1ccc(NC(=O)C2CCCCC2C(=O)O)cc1 (configuration not stated)	-1	3	1	-1	11	0.5	11	-3	-8
COc1ccc(C=O)cc1CSc1ccccn1	5	nt	-8	-1	-8	-0.4	-1	-1	-17
COc1ccc(NCC(=O)Nc2ccc(C#N)cc2)cc1Cl	4	-1	3	-5	13	-2.2	10	-2	3
O=C(c1cccnc1)N1CCN(C(=O)c2ccccc2F)CC1	-2	2	13	-1	-11	0.5	5	3	-4
Cc1ccc(Nc2nc(N)nc(CCl)n2)cc1	1	nt	-7	34*	14	1.7	11	1	-8

Just Runt-CBFb FRET (2 entries from above):
compound	Runt-CBFb FRET
c1ccc2nc(-c3nc4ccccc4[nH]3)ccc2c1	2
CNC(=O)C12CCC(C)(c3nc4cc(C)c(C)cc4nc31)C2(C)C (configuration not stated)	3
